# High-throughput results: PubChem BioAssay, National Center for Advancing Translational Sciences (NCATS)
# EPAC1 antagonist: EPAC1 (human) antagonism | O95398 | EPAC1 GEF assay, Rap1b-BODIPY-GDP exchange fluorescence | Potency, µM (titrated, usually from 115 µM), without a hit: top-dose activity change, negative = inhibition, most hits filed as inhibitors | 360,000 compounds, 0.14% hits;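 note: potency is the fitted concentration of half-maximal effect; plate controls were vehicle for no effect and positive control for full effect; nearly all actives have a fitted effect of over 50% in size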
# Abeta rescue: restores growth of yeast expressing A-beta42 peptide; yeast expressing A-beta42, growth rescue, OD600, 48 h; response scale: 0% DMSO, 100% iron-clioquinol control; Potency, µM (series often up to 46.1 µM), for the others: top-dose growth rescue, most hits filed as activators; 410,000 compounds, 0.063% hits; note: potency is the fitted concentration of half-maximal effect; nearly all actives have a fitted effect of over 55% in size
#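 Growth rescue measured by 600 nm absorbance after 48 h yeast culture at 30 C with compound. Values normalized between DMSO and an equimolar ferric chloride plus clioquinol control.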
# IL-2 act: activates IL-2 in a cell-based reporter assay; IL-2 activation reporter assay, cell-based qHTS; stimulated with anti-CD3/CD4/CD28 beads; in transgenic mouse T cells; activation, % (series mostly up to about 46 µM); 360,000 compounds, 0.065% hits; AID 652025; in the data active = activation above about 50%; inconclusive = mostly about 30% to 49%; note: 0% is about no effect
#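 Unstimulated transgenic mouse T cells preincubated 60 min with compound, then stimulated with anti-CD3/anti-CD4-coated beads plus anti-CD28 for 18 h at 37 degrees C. IL-2 response read as EGFP and DsRed fluorescence by plate cytometry.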
# PI5P4K alpha inh: PI5P4K alpha (human) kinase inhibition; PI5P4Kalpha enzyme, ADP-Glo luminescence, 60 min; active compounds read low; max response, %; 330,000 compounds, 1.2% hits; active = max response of -50% or lower; inconclusive = between -30% and -50%; inactive = -30% or higher; note: value at the top dose of about 77 µM; % is set by controls: 0 for no effect and ±100 for the full control effect
# Target sequence (P48426 whole entry, looked up): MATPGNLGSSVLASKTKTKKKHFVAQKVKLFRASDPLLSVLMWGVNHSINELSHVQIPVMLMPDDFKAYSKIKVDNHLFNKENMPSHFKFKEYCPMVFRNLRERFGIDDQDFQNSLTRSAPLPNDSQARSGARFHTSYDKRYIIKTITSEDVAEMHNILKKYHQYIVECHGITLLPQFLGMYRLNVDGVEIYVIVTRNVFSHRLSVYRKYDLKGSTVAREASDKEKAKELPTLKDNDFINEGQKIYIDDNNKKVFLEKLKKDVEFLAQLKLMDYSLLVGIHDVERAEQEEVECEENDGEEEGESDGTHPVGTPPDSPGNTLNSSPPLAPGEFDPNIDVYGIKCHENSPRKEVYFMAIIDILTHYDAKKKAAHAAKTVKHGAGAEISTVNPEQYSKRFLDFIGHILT
#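 Enzyme plus substrate dispensed, test compounds pinned in, then ATP (5 microM final) added. After 60 min at RT, ADP-Glo reagent 1 for 45 min and reagent 2 for 30 min preceded luminescence imaging.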
# WRN inhibitor: inhibitors of human WRN helicase; Q14191; WRN helicase unwinding, fluorescent forked duplex, kinetic; Potency, µM (doses to about 114 µM), for inactives: at the top dose activity change, negative = inhibition, usual class: inhibitors; 360,000 compounds, 0.46% hits; note: potency is the fitted concentration of half-maximal effect; % is set by controls: 0 for no effect and ±100 for the full control effect; nearly all actives have a fitted effect of over 55% in size
#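 Screening of the MLSMR collection measured strand separation of a quenched forked DNA duplex (100 nM) by 20 nM WRN with 2 mM ATP, all final. Compounds were preincubated with enzyme 15 min at room temperature.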
# EPAC1 agonist: EPAC1 (human) agonism; O95398; EPAC1 agonist qHTS, biochemical assay; response scale: 100% = response to 6.5 mM cAMP; Potency, µM (highest dose often 154 µM), for inactives: at the highest dose activation, most hits filed as activators; 360,000 compounds, 0.073% hits; AID 720707; note: potency is the fitted concentration of half-maximal effect; nearly all actives have a fitted effect of over 60% in size
#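 Multi-concentration qHTS readout: loss of Rap1B-bound BODIPY-GDP fluorescence driven by 100 nM EPAC1 with excess GDP (50 uM), monitored kinetically at room temperature; agonist response expressed relative to 6.5 mM cAMP.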
# PLK1 PBD inh: PLK1 (human) polo-box domain binding inhibition; Potency, µM, for the others: max response, negative = inhibition, most hits filed as inhibitors; Plk1 PBD binding of FITC phosphopeptide, fluorescence polarization; 360,000 compounds, 2.8% hits; note: potency is the fitted concentration of half-maximal effect; series mostly up to about 57 µM; % is set by controls: 0 for no effect and ±100 for the full control effect; nearly all actives have a fitted effect of over 65% in size
# Target sequence (P53350 whole entry, looked up, the tested form may be a part): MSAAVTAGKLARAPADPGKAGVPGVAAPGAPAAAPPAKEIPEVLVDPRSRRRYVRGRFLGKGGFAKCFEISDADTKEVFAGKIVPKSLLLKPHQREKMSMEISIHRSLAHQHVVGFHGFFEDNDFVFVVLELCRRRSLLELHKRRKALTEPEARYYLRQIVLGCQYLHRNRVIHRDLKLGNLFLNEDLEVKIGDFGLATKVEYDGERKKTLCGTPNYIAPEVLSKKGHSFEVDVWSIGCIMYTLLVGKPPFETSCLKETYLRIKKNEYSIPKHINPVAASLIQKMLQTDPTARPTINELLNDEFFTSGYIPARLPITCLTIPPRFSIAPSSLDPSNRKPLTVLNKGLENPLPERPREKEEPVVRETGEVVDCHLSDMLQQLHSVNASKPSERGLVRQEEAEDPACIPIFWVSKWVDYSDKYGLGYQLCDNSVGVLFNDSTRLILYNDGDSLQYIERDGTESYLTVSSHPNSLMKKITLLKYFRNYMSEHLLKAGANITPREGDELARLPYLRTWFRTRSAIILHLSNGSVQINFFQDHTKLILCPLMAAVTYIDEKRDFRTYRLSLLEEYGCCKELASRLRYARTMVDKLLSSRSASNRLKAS
# FUS suppressor: FUS proteinopathy suppression in yeast; S. cerevisiae FUS-expressing, growth rescue, OD600, 24 h; Potency, µM (titrated, usually from 76.6 µM), for the others: at the highest dose growth rescue (activation), usual class: activators; 390,000 compounds, 0.24% hits; AID 1347120;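 note: potency is the fitted concentration of half-maximal effect; plate controls were DMSO vehicle for no effect and reference control for full effect; nearly all actives have a fitted effect of over 55% in size; some results filed as inactive show a strong effect at the top dose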
#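 Cultures pregrown in 2.5% raffinose medium are shifted to minimal medium containing 2% galactose to express toxic FUS. Compounds are tested at several concentrations. After 24hr at 30C, growth is quantified at 600 nm absorbance.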
# aSyn rescue: rescues yeast growth from alpha-synuclein toxicity; AID 652106; Yeast expressing alpha-synuclein, growth rescue, BacTiter-Glo, 24 h; 370,000 compounds, 0.14% hits; Potency, µM (series often up to 46.1 µM), without a hit: at the top dose growth rescue (activation), most hits filed as activators; note: potency is the fitted concentration of half-maximal effect; % of control where 0% means no effect; nearly all actives have a fitted effect of over 65% in size
#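 Screening used galactose-induced yeast with toxic alpha-synuclein levels, exposed to compound for 24 hr at 30 deg C. Cell growth, read with BacTiter-Glo luminescence, gave the measured signal.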
# * = called active by the depositor; ? = inconclusive; . = not tested or not shown; [ ] = another dose, or the depositor's remark. Unless noted, calls come from the whole dose curve; as a rule, active = well fitted curve in the direction sought with a large enough effect; inconclusive = small, poorly fitted or top-dose-only effect, or another doubt; inactive = no such curve, though single readings can be large; an effect the other way counts as inactive or inconclusive.
compound	PI5P4K alpha inh	IL-2 act	EPAC1 agonist	EPAC1 antagonist	WRN inhibitor	PLK1 PBD inh	FUS suppressor	Abeta rescue	aSyn rescue
COc1ccc(/C=N/Nc2nc(-c3cccnc3)nc3ccccc23)cc1OC	-1	-0.9	4%	-4%	-21%	-6%	26%	-79%[inhibitor]	-10%
COC(=O)c1ccccc1Oc1ccc(NC(=O)c2ccco2)cc1	5	1.1	2%	-9%	0%	-12%	0%	-5%	-1%
CC12CCC(C(=O)N(c3nccs3)C1=O)C2(C)C (stereo not given)	2	0.5	13%	-15%	-6%	-7%	-5%	-1%	6%
CS(=O)(=O)N1CCC(C(=O)Nc2cccc(F)c2)CC1	-4	1.1	5%	7%	-3%	-3%	-9%	-8%	3%
CCOc1ccc(N(C(=O)CNC(=O)c2ccco2)C(C(=O)NC2CCCC2)c2ccco2)cc1 (stereo not given)	-6	2.1	6%	-15%	4%	-7%	17%	9%	0%
O=C(O)C12CC3CC(C1)CC(n1ncc(N4CCN(c5ccccc5)CC4)c(Cl)c1=O)(C3)C2	-6	-1.9	1%	2%	-1%	3%	24%	6%	-10%
C[C@]12c3[nH]c4cc(-c5ccco5)ccc4c3CCN1C(=O)[C@@H](CC(=O)NCCCn1ccnc1)C[C@@H]2C(=O)N1CCCCC1	-7	0.4	-18%	-14%	-6%	-5%	12%	-4%	-5%
O=C(NC1CCS(=O)(=O)C1)C1CCCC1 (stereo not given)	1	-3.2	4%	7%	0%	-1%	-14%	19%	1%
CC(=O)Nc1nnc(C2=COCCO2)o1	-2	-0.8	2%	2%	5%	-1%	-20%	-14%	-5%
O=C(Nc1cccnc1)c1cc(-c2ccccc2O)on1	-9	0.0	-6%	-1%	0%	-15%	-10%	-1%	6%
CC1(C)Cc2c(cnn2-c2ccccc2)C(=O)/C1=N\NC(=O)c1ccccc1N	.	-2.5	-9%	21%	-14%[57.1 µM]	-6%	15%	-18%	-2%
CC(=O)Nc1cc(-c2cccc(C(=O)NCCO)c2)cn2c(-c3cccc(C(F)(F)F)c3)cnc12	-18	-0.1	-2%	-11%	-9%	-16%	?	-22%	-2%
Cc1ccc(-c2nnn(CC(=O)N(Cc3cccs3)C(C(=O)NC(C)(C)C)c3ccco3)n2)o1 (stereo not given)	0	0.1	10%	-10%	-14%	-1%	6%	-1%	1%
O=c1c2cc3c(cc2[nH]c(=S)n1CCN1CCOCC1)OCO3	-5	-1.0	2%	0%	3%	-1%	12%	11%	4%
CC1(C)Oc2cc3oc(-c4cc(O)cc(O)c4)cc3cc2CC1O (stereo not given)	1	0.0	-11%	-3%	-1%	-4%	-7%	2%	0%
Cn1ncc2c(Nc3ccc(Cl)cc3)ncnc21	.	0.0	3%	-29%	-2%	-6%	-19%	.	-4%
COc1ccc(CCNC(=O)C(=O)NCC2CCCN2S(=O)(=O)c2cccs2)cc1 (stereo not given)	-1	-0.8	1%	2%	-3%	1%	24%	-6%	-5%
COc1ccc(S(=O)(=O)N2CCCC2)cc1C(=O)O	-1	-0.2	-2%	-10%	-5%	-7%	?	-6%	1%
CCOc1c(CNCCN2CCOCC2)cccc1OC	.	1.6	2%	-5%	-11%	-3%	-5%	2%	0%
CCOC(=O)[C@]12CCCC=C1N(CCc1ccc(OC)c(OC)c1)C(=O)[C@H](CC(=O)N1CCCC1)C2	-3	0.5	-6%	31%	14%	-2%	13%	-2%	-23%
O=C(Nc1ccc(Cl)cc1)N1CCC(c2nc(-c3ccc(F)cc3)no2)CC1	.	-3.8	11%	9%	-1%	5%	11%	8%	1%
CS(=O)(=O)N(Cc1ccccc1Cl)c1ccc(C(=O)NCc2cccnc2)cc1	-3	-0.6	0%	1%	-9%	-6%	-3%	-2%	-3%
CN(Cc1ccccc1)c1ncnc(N)c1[N+](=O)[O-]	-14	0.5	1%	?	6%	-18%	2%	2%	9%
Cc1ccc(OC(=O)c2cc(=O)c3ccccc3o2)cc1	1	-0.2	-4%	4%	-11%[57.1 µM]	-23%	-12%	0%	-4%
CCOC(=O)C1(Cc2cccc(F)c2)CCN(Cc2nc(CC)[nH]c2C)CC1	-1	1.1	-1%	7%	4%	37%[activator]	30%	-4%	-8%
CC1c2[nH]c3ccccc3c2C[C@H]2C(=O)N(CCO)CC(=O)N12 (stereo not given in full)	5	-0.4	0%	-3%	1%	0%	0%	7%	-5%
CC(C)N(C(=O)COC(=O)c1ccc(Cl)c(S(N)(=O)=O)c1)C(C)C	-1	-7.5	8%	-4%	-31%	-12%	13%	-16%	1%
CC(=O)N1N=C(N)SC12CCCC2	1	0.6	4%	-25%	-23%	-10%	2%	-4%	-1%
CCOc1ccc(N2C(=O)C3C4C=CC(CC4)C3C2=O)c([N+](=O)[O-])c1 (stereo not given)	-9	-2.7	-7%	-12%	9%	-13%	11%	-4%	8%
O=C(c1ccc(Cl)cc1)c1oc2ccccc2c1CS(=O)c1ccccc1 (stereo not given)	.	1.5	19%	-26%	-19%	-14%	44%	6%	6%
C/C(=N\NC(=O)c1cc(C)nc2ccccc12)c1ccco1	3	-1.4	0%	-28%	-8%	-2%	7%	-4%	-5%
CCc1ccccc1NC(=O)COc1ccc(N2CC(C(N)=O)CC2=O)cc1 (stereo not given)	-1	0.5	-2%	0%	2%	-6%	10%	5%	2%
O=C(N/N=C/c1ccc(N2CCCC2)c([N+](=O)[O-])c1)c1cccnc1	-8	0.7	-7%	-5%	-1%	-1%	2%	0%	4%
Cc1c(C(=O)Oc2ccc(-c3cnc4ccccc4n3)cc2)cccc1[N+](=O)[O-]	-23	-0.7	2%	12%	2%	-11%	40%	-3%	-8%
O=c1c2c(ncn2C2CCCC2)n(Cc2ccccc2)c(=O)n1CCOc1ccc(Br)cc1	12	-4.9	0%	14%	1%	6%	.	-12%	6%
C1CN(CC2COC(CN3CCOCC3)CO2)CCO1 (stereo not given)	-2	-0.8	-1%	0%	13%	0%	-10%	0%	-2%
O=C(NCc1n[nH]c(=S)n1-c1cccc(Cl)c1)c1cccs1	-13	-1.0	13%	10%	3%	?	7%	-3%	-10%
Clc1cccc(Cl)c1CNC1CCCC1	.	104*	-1%	7%	-4%	3%	7%	18%	0%
COc1cccc(CN(C)C(=O)c2cc(S(=O)(=O)NC3CCCCC3)ccc2C)c1OC	1	-0.2	3%	8%	-3%	-7%	7%	6%	5%
Cc1ccnc(NC(=O)CCC(=O)N(CC(=O)NC(C)(C)C)C2CCCC2)c1	-5	-2.4	2%	3%	3%	1%	-17%	8%[9.22 µM]	0%
CC(=O)N1CCOc2ccc(S(=O)(=O)NC(C)c3ccccc3)cc21 (stereo not given)	-3	0.5	2%	-1%	2%	-24%	5%	8%	2%
COc1ccc(C)cc1S(=O)(=O)Nc1cccc(Cl)c1	2	-0.8	-1%	-10%	-12%	-3%	-12%	?	1%
COC(=O)c1cccc(NC(=O)c2ccco2)c1	6	-0.6	4%	9%	-3%	-2%	16%	-25%	1%
Cc1ccc(NC(=O)Nc2cccc(C(F)(F)F)c2)nc1	10	-1.4	0%	-13%	-5%	-9%	-7%	-8%	5%
O=C(Nc1cc(C(F)(F)F)ccc1-n1cncn1)c1ccc(-c2ccccc2)cc1	3	-1.9	11%	-7%	-5%	-4%	3%	9%	-5%
COc1ccc(/C=C2/SC(=S)N(CCC(=O)Nc3cccnc3)C2=O)cc1OC	3	-1.2	2%	4%	-1%	4%	-9%	-3%	?
Cc1ccc(-n2ncc3c2CC(C)(C)CC3NC(=O)CCn2cncn2)cc1 (stereo not given)	18	2.5	1%	1%	-2%	0%	.	3%	-1%

# Ordered by molar mass (ascending): 3 of the compounds above
compound	PI5P4K alpha inh	IL-2 act	EPAC1 agonist	EPAC1 antagonist	WRN inhibitor	PLK1 PBD inh	FUS suppressor	Abeta rescue	aSyn rescue
COC(=O)c1cccc(NC(=O)c2ccco2)c1	6	-0.6	4%	9%	-3%	-2%	16%	-25%	1%
Cc1ccc(NC(=O)Nc2cccc(C(F)(F)F)c2)nc1	10	-1.4	0%	-13%	-5%	-9%	-7%	-8%	5%
COc1ccc(/C=C2/SC(=S)N(CCC(=O)Nc3cccnc3)C2=O)cc1OC	3	-1.2	2%	4%	-1%	4%	-9%	-3%	?

# Among those listed so far, 6 have fluorine:
compound	PI5P4K alpha inh	IL-2 act	EPAC1 agonist	EPAC1 antagonist	WRN inhibitor	PLK1 PBD inh	FUS suppressor	Abeta rescue	aSyn rescue
CS(=O)(=O)N1CCC(C(=O)Nc2cccc(F)c2)CC1	-4	1.1	5%	7%	-3%	-3%	-9%	-8%	3%
CC(=O)Nc1cc(-c2cccc(C(=O)NCCO)c2)cn2c(-c3cccc(C(F)(F)F)c3)cnc12	-18	-0.1	-2%	-11%	-9%	-16%	?	-22%	-2%
O=C(Nc1ccc(Cl)cc1)N1CCC(c2nc(-c3ccc(F)cc3)no2)CC1	.	-3.8	11%	9%	-1%	5%	11%	8%	1%
CCOC(=O)C1(Cc2cccc(F)c2)CCN(Cc2nc(CC)[nH]c2C)CC1	-1	1.1	-1%	7%	4%	37%[activator]	30%	-4%	-8%
Cc1ccc(NC(=O)Nc2cccc(C(F)(F)F)c2)nc1	10	-1.4	0%	-13%	-5%	-9%	-7%	-8%	5%
O=C(Nc1cc(C(F)(F)F)ccc1-n1cncn1)c1ccc(-c2ccccc2)cc1	3	-1.9	11%	-7%	-5%	-4%	3%	9%	-5%
